# Source: PubChem (National Center for Advancing Translational Sciences (NCATS))
# GAA glycogen – alters human alpha-glucosidase cleavage of glycogen | Potency, µM (titrated, usually from 76.4 µM), without a hit: at the top dose activity change, negative = inhibition, most hits filed as inhibitors | AID 2100 | recombinant GAA, glycogen substrate, Amplex Red glucose oxidase fluorescence | 0.38% of 300,000 active;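 further: 0% = full enzyme reaction and -100% = no-enzyme basal signal; the screen sought inhibitors and activators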
#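 Recombinant human enzyme (4 nM); glycogen substrate; 37 C, 40 min, pH 5.0. Readout: coupled glucose oxidase/Amplex Red fluorescence.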
# RECQ1 inh – blocks DNA unwinding by human RECQ1 | P46063 | RECQ1 DNA unwinding, red fluorescence kinetic read | Potency, µM (series often up to 57.3 µM), for the others: top-dose activity, negative = inhibition, hits mostly inhibitors | 0.54% of 240,000 active;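 further: plate controls were vehicle for no effect and no enzyme for full effect; nearly all actives have a fitted effect of over 30% in size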
# Target sequence (P46063 whole entry, looked up): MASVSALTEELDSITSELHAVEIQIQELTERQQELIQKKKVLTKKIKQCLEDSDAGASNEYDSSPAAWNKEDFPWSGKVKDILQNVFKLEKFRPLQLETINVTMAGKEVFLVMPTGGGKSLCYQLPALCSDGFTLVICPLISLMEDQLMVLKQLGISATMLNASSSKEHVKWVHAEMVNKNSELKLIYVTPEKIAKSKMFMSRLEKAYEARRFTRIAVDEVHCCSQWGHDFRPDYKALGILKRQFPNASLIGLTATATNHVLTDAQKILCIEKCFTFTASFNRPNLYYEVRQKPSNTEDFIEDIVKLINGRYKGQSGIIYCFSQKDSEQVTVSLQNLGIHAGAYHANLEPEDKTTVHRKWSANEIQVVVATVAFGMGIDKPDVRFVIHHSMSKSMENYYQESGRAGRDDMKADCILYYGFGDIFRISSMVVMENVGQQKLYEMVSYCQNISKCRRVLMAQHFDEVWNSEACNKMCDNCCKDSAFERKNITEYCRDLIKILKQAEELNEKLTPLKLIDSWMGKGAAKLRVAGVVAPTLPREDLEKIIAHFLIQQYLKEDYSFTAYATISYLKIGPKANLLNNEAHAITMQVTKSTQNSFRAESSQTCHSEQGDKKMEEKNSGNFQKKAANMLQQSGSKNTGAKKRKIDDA
#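 RECQ1T1 50 nM; forked duplex (20 bp + 30-nt ss tails) 200 nM, ATP 2 mM final; pH 8.0, 2 mM MgCl2, 2.5 ug/ml poly(dI-dC); 15 min compound preincubation; discontinuous kinetic read over 2 h at RT.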
# aGlu spleen mod – inhibits or activates alpha-glucosidase in human spleen homogenate; P10253; human spleen homogenate, 4-MU-alpha-glucoside fluorescence; Potency, µM (series often up to 79.9 µM), for the others: at the top dose activity change, negative = inhibition, most hits filed as inhibitors; 0.006% of 240,000 active; AID 2112;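 further: 0% = enzyme with vehicle and -100% = no enzyme basal signal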
#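 AC50 values come from Hill-equation fits of concentration-response data, normalized to no-enzyme and full-activity controls. Enzyme source: 1 ug human spleen homogenate; 1 mM fluorogenic 4-MU glucoside, pH 5.0 citrate buffer, 37 C, 40 min.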
# TRb SRC2 PPI – inhibitors of human thyroid hormone receptor beta-SRC2 interaction | AID 1469 | 0.065% of 280,000 active | Potency, µM (titrated, usually from 106 µM), for inactives: at the top dose activity change, negative = inhibition, actives largely listed as inhibitors | P10828 | TRbeta-SRC2 peptide binding, fluorescence polarization; receptor liganded with 1 µM T3;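 further: plate controls were bound peptide for no effect and peptide without receptor for full effect; nearly all actives have a fitted effect of over 50% in size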
# Target sequence (P10828 whole entry, looked up): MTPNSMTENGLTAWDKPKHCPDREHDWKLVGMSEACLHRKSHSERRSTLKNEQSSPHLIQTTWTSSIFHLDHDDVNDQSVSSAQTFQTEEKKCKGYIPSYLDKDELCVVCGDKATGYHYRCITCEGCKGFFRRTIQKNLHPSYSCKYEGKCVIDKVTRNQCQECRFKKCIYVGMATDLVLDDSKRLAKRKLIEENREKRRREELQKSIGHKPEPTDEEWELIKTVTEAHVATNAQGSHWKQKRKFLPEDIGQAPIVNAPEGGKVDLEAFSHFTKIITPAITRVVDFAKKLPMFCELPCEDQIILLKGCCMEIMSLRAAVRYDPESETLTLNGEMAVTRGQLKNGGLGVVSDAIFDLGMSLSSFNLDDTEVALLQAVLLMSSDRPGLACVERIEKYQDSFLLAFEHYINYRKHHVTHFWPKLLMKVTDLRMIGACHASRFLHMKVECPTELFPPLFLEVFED
#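 Assay buffer: 20 mM Tris-HCl, 100 mM NaCl, 10% glycerol, 1 mM EDTA, 0.01% NP-40, 1 mM DTT, 1 uM T3, 5% DMSO; TRb LBD 0.6 uM, Texas Red SRC2 20 nM; FP after 5 hr.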
# RGS12 GoLoco inh – RGS12 GoLoco-Gai1 interaction inhibition | Potency, µM (doses to about 61.6 µM), without a hit: at the top dose activity, negative = inhibition, hits mostly inhibitors | Gai1:RGS12 GoLoco peptide FP, rhodamine, 10 min | P63096 | 0.44% of 230,000 active; active means well fitted inhibition curve with a large enough effect, not every such curve was filed as active; inactive means no such curve, though single readings can be large or run the other way; further: nearly all actives have a fitted effect of over 30% in size; many of its hits are not listed in these tables
# TexasRed fluor – counter-screen for TRb-SRC2 inhibitors: fluorescence interference | Potency, µM (titrated, usually from 106 µM), without a hit: at the top dose fluorescence change, negative = quenching | TRb/SRC2 Texas Red total fluorescence interference | 0.29% of 280,000 active; active means well fitted curve in either direction with a large enough effect; inconclusive means small, poorly fitted or top-dose-only effect
#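 Human TRβ ligand-binding domain (0.6 uM) and Texas Red SRC2 peptide (20 nM) in Tris buffer with 1 uM T3 and 5% DMSO were incubated with pinned compound for 5 hr at ambient temperature. Total fluorescence was computed as S + 2P (555/632 nm).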
# GAA inhib – inhibitors of human lysosomal alpha-glucosidase; purified human GAA, 4-MU-alpha-glucoside fluorescence; Potency, µM (top dose mostly 76.9 µM), for the others: at the highest dose activity change, negative = inhibition, most hits filed as inhibitors; 0.005% of 200,000 active;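 further: plate controls were uninhibited enzyme wells for no effect and no-enzyme background for full effect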
#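 Human alpha-glucosidase, 4 nM, pre-mixed with test compounds before 400 uM 4-methylumbelliferyl substrate; 20 min room temperature at pH 5.0. Fluorescence read after pH 10 stop; AC50 values from Hill-equation fits.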
# L3MBTL1 block – blocks human L3MBTL1; Q9Y468; AlphaScreen L3MBTL1–H3K9me1 peptide binding; Potency, µM (series often up to 57.1 µM), inactives show at the highest dose activity, negative = inhibition, actives largely listed as inhibitors; 0.66% of 230,000 active; further: nearly all actives have a fitted effect of over 60% in size
#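 L3MBTL1 50 nM + b-AHA-H3(1-15)K9me1 75 nM, 30 min RT; compound added, 30 min RT; streptavidin donor/Ni-chelate acceptor beads 10 ug/mL each final, 30 min RT dark; AlphaScreen read.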
# Numbers without * were called inactive; i = inactive; ? = inconclusive; . = not tested or not shown; & = joins results of further samples; [ ] = remark or other dose. Unless noted, the call rests on the fitted dose curve; in most records, active means well fitted curve in the direction sought with a large enough effect; inconclusive means small, poorly fitted or top-dose-only effect, or another doubt; inactive means no such curve, though single readings can be large; an effect the other way counts as inactive or inconclusive. Unless noted, on the % scale 0 is the no-effect control and ±100 the full control effect; potency means the concentration at half of the fitted maximal effect.
1: CCOc1cc2[nH]c(=S)n(CCc3ccc(OC)c(OC)c3)c(=O)c2cc1OCC
2: CCOC(=O)CSc1nnc(Cn2nnc(-c3ccccc3)n2)n1C
3: COc1ccc(C(NC(=O)C2CCCCC2)c2c(O)ccc3ccccc23)cc1 (centres undefined)
4: Nc1ccc2nc(-c3ccccn3)[nH]c2c1
5: CC(=O)c1cc(-c2ccccc2)n(CC(=O)Nc2ccc(C)c(C)c2)c1C
6: C=C(C)C(O)/C=C/c1ccc(C)cc1 (centres undefined)
7: COc1cc2cc(CN(CCO)S(=O)(=O)c3ccccc3Cl)c(=O)[nH]c2cc1OC
8: O=C(CCC1CCCN(C(=O)c2ccc3cc[nH]c3c2)C1)NCc1ccc(F)c(F)c1 (centres undefined)
9: Cc1onc(-c2ccccc2)c1C(=O)NC(=S)NNC(=O)c1cccnc1
10: CCOC(=O)C1CCCCN1Cc1cc(OC)ccc1OC (centres undefined)

screen / no.	1	2	3	4	5	6	7	8	9	10
GAA glycogen	-10%	1%	-8%	?	-7%	.	-14%	-1%	?	-1%
RECQ1 inh	-13%	i	-7%	-12%	i	i[11.5 µM]	i	i	-8%	-4%
aGlu spleen mod	3%	2%	9%	-2%	4%	-1%[17.4 µM]	8%	8%	-5%	-5%
TRb SRC2 PPI	2%	-6%	-1%	-5%	-4%&6%	5%[11.2 µM]	-3%	6%	-1%	3%
RGS12 GoLoco inh	3%	4%	5%	-10%	10%	.	.	16%	8%	-1%
TexasRed fluor	1%	0%	0%	-8%	2%&-1%	-4%[11.2 µM]	0%	-2%	-5%	1%
GAA inhib	-6%	-5%	7%	-4%	-9%	.	6%	-5%	-10%	1%
L3MBTL1 block	.	.	-10%	28µM*	3%	.	0%	-5%	7%	.

# Arranged by length of the SMILES (highest first): 3 of the compounds above.
7: COc1cc2cc(CN(CCO)S(=O)(=O)c3ccccc3Cl)c(=O)[nH]c2cc1OC
5: CC(=O)c1cc(-c2ccccc2)n(CC(=O)Nc2ccc(C)c(C)c2)c1C
2: CCOC(=O)CSc1nnc(Cn2nnc(-c3ccccc3)n2)n1C

screen / no.	7	5	2
GAA glycogen	-14%	-7%	1%
RECQ1 inh	i	i	i
aGlu spleen mod	8%	4%	2%
TRb SRC2 PPI	-3%	-4%&6%	-6%
RGS12 GoLoco inh	.	10%	4%
TexasRed fluor	0%	2%&-1%	0%
GAA inhib	6%	-9%	-5%
L3MBTL1 block	0%	3%	.

# The list continues:
11: O=c1cc(-c2ccc(O)c(O)c2)oc2cc(O)c([C@@H]3O[C@H](CO)[C@@H](O)[C@H](O)[C@H]3O)c(O)c12
12: O=C(Cc1ccccc1)NC1(Cc2ccc(O)cc2)CCCCC1
13: CSc1nc2c(cnn2-c2ccc(C)c(C)c2)c(=O)[nH]1
14: c1ccc2c(c1)[nH]c1c(NCC3CCCO3)ncnc12 (centres undefined)
15: COC(=O)NCc1ccc(Cl)c(Cl)c1
16: O=C(COc1ccccc1F)NC1CCN(Cc2ccccc2)CC1
17: COc1ccc(NC(=O)c2ccccc2NS(C)(=O)=O)cc1OC
18: CCC1c2ccc(C)n2CCN1C(=O)Nc1ccc(F)cc1 (centres undefined)
19: CCOC(=O)c1ccc(NC(=O)c2nc[nH]c2C(=O)NCCCCCNC(=O)OC(C)(C)C)cc1
20: CCN(CC)CCNCC(=O)Nc1ccc(Oc2ccccc2)cc1

screen / no.	11	12	13	14	15	16	17	18	19	20
GAA glycogen	.	-14%	-5%	12%	-7%	1%	1%	?	2%	1%
RECQ1 inh	i	i	2%	-6%	-7%	-7%	-1%	-8%	9%	i
aGlu spleen mod	-11%	-4%	-1%	1%	2%	-5%	-5%	-1%	2%	-1%
TRb SRC2 PPI	6%	6%	0%	-6%	1%	-6%	2%	-13%	-1%	3%
RGS12 GoLoco inh	.	22%	7%	.	0%	-2%	-4%	-7%	5%	0%
TexasRed fluor	-12%	-1%	0%	-2%	2%	-5%	0%	5%	-2%	0%
GAA inhib	.	-1%	-10%	-11%	-8%	4%	-3%	6%	.	.
L3MBTL1 block	?	-11%	.	-1%	-2%	.	7%	.	.	.

21: CN(C)CCCNC(=O)CC(c1ccccc1)c1ccccc1O (centres undefined)
22: CCOC(=O)Nc1nnc(-c2ccc(OC)cc2)s1
23: CCC1=C(C(=O)OC)C(c2cc(OC)ccc2OC)C(C#N)=C(N)O1 (centres undefined)
24: Cc1nn(-c2ccccn2)c2c1-c1nc(N)ncc1CC2
25: COc1ccc(-n2c(=S)[nH]c3c(oc4ccccc43)c2=O)cc1
26: O=C(Nc1cn(-c2ccccc2)nc1-c1cccs1)c1ccco1
27: CCOC(=O)OCC1OC(C#CC(C)(C)C)C=CC1OC(=O)OCC (centres undefined)
28: CN(c1ccccc1)S(=O)(=O)c1ccc(C(=O)Nc2nnc(-c3ccco3)o2)cc1
29: O=C(c1ccc(Cl)c([N+](=O)[O-])c1)N(Cc1ccc(F)cc1)C1CCS(=O)(=O)C1 (centres undefined)
30: COc1ccc(C(CNC(=O)COc2ccc(Br)cc2F)N2CCCC2)cc1 (centres undefined)

screen / no.	21	22	23	24	25	26	27	28	29	30
GAA glycogen	3%	1%	-26%	17%	3%	3%	.	5%	4%	11%
RECQ1 inh	-6%	-16%	3%	-11%	-16%	-16%	9%[11.5 µM]	2%	-6%	14%
aGlu spleen mod	5%	-3%	5%	-3%	-8%	-4%	-13%[17.4 µM]	3%	-4%	2%
TRb SRC2 PPI	-9%	-2%	2%	-16%	-6%	2%	1%[11.2 µM]	-3%	4%	0%
RGS12 GoLoco inh	8%	3%	-4%	7%	12%	11%	.	-5%	0%	3%
TexasRed fluor	-3%	1%	0%	3%	-1%	-2%	-3%[11.2 µM]	0%	-1%	-2%
GAA inhib	-6%	-2%	-9%	2%	-6%	-1%	.	0%	.	1%
L3MBTL1 block	.	.	-4%	37%[activator]	0%	-8%	.	.	6%	-11%

31: C#CCOCCOCCOCCNc1nc(N2CCN(C(=O)[C@H]([C@@H](C)CC)n3cc(CCCN=C(N)N)nn3)CC2)nc(N2CCN(C(=O)[C@H](CCCCN)n3cc(CCCC)nn3)CC2)n1
32: Cc1cccc(Cc2nnc(NC(=O)c3cccc(S(=O)(=O)N4CCOCC4)c3)s2)c1
33: Cn1ccc(C(=O)NC(=S)N2CCSCC2)n1
34: COCC1CCN(Cc2nc(-c3ccc4c(c3)OCO4)no2)C1 (centres undefined)
35: O=C(NCCc1cn2ccccc2n1)c1cc(COc2ccc3ncccc3c2)on1
36: c1ccc(CSc2nnc(-c3ccncc3)o2)cc1
37: CSC1=C(C#N)C(c2cccc(Br)c2)CC(=O)N1 (centres undefined)
38: C/C(O)=c1/ccc2cccc3nc(C)nc1c23
39: O=C(COc1ccc(Cl)cc1)N1CCN(c2ccc([N+](=O)[O-])c(N3CCOCC3)c2)CC1
40: Cc1cc(C)c(OCCCCCNCCO)c(C)c1

screen / no.	31	32	33	34	35	36	37	38	39	40
GAA glycogen	6%	-4%	6%	3%	-13%	7%	-9%	-19%	-4%	-4%
RECQ1 inh	-5%	-4%	-3%	9%	-6%	i	-5%	-6%	-1%	-13%
aGlu spleen mod	-10%	-5%	-5%	-3%	0%	-6%	-7%	-6%	0%	-5%
TRb SRC2 PPI	1%	-9%	-6%	-4%	-9%	-21%	-1%	3%	-7%	1%
RGS12 GoLoco inh	6%	-15%	1%	10%	11%	3%	9%	-8%	4%	-13%
TexasRed fluor	0%	-1%	-6%	-5%	-4%	2%	2%	-8%	-2%	-3%
GAA inhib	2%	0%	-10%	1%	-7%	-9%	-9%	-4%	-3%	0%
L3MBTL1 block	-9%	-15%	1%	-5%	-15%	?	30%[activator]	9%	-4%	.

41: COc1ccc(CCN2C(=O)C3C4C=CC(C3C2=O)C2C(=O)N(CCc3ccc(OC)c(OC)c3)C(=O)C42)cc1OC (centres undefined)
42: CCOC(=O)C1=C(c2ccccc2)OC(N)=C(C#N)C1C(C)C (centres undefined)
43: O=C(Nc1nncs1)c1ccc(N2C(=O)C3C4C=CC(C4)C3C2=O)cc1 (centres undefined)
44: Cn1c2c(c(=O)n(C)c1=O)C(CC(=O)Nc1ccc(F)cc1)C(=O)N2 (centres undefined)
45: COC(=O)c1ccc(-c2noc(CN3CCCCC3c3nccn3C)n2)cc1 (centres undefined)
46: CSc1nsc(SC)c1NC(=O)OCc1ccccc1
47: O=C1C(=C(c2ccccc2)c2ccccc2)Nc2ccccc21
48: CC(C)OCCCNC(=O)C(NS(=O)(=O)c1ccc2c(c1)c(=O)n(C)c(=O)n2C)c1ccccc1 (centres undefined)
49: O=C(NCc1ccc(Cl)cc1)c1ccc(Br)o1

screen / no.	41	42	43	44	45	46	47	48	49
GAA glycogen	-5%	6%	5%	-6%	-9%	4%	-12%	-8%	2%
RECQ1 inh	0%	0%	0%	0%	-7%	i	-8%	-5%	i
aGlu spleen mod	4%	3%	12%	3%	-13%	0%	-2%	-4%	8%[119 µM]
TRb SRC2 PPI	-4%	-1%	-23%	-1%	-9%	-2%	9%	-3%	-3%&1%
RGS12 GoLoco inh	-4%	-3%	1%	2%	4%	27%	165%[activator]	6%	-18%[88.7 µM]
TexasRed fluor	-2%	-7%	-2%	-1%	-1%	-2%	3%	3%	?
GAA inhib	11%	-7%	-2%	-11%	?	4%	-6%	5%	0%
L3MBTL1 block	.	-7%	6%	.	-8%	-11%	.	4%	.

# Among those listed so far, three contain two or more sulfur atoms:
32: Cc1cccc(Cc2nnc(NC(=O)c3cccc(S(=O)(=O)N4CCOCC4)c3)s2)c1
33: Cn1ccc(C(=O)NC(=S)N2CCSCC2)n1
46: CSc1nsc(SC)c1NC(=O)OCc1ccccc1

screen / no.	32	33	46
GAA glycogen	-4%	6%	4%
RECQ1 inh	-4%	-3%	i
aGlu spleen mod	-5%	-5%	0%
TRb SRC2 PPI	-9%	-6%	-2%
RGS12 GoLoco inh	-15%	1%	27%
TexasRed fluor	-1%	-6%	-2%
GAA inhib	0%	-10%	4%
L3MBTL1 block	-15%	1%	-11%

# Only part of the results is shown. The share of hits here may be higher or lower than overall.
